# Screening data (PubChem BioAssay)
# NCOA1 inh – inhibitors of human steroid receptor coactivator 1 (SRC1). HEK293 GAL4-SRC1 luciferase reporter, luminescence. inhibition, % at 3.6 µM. 0.12% of 360,000 active. AID 588354;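 active = inhibition above the campaign mean plus 3 SD, with each screening campaign given its own cutoff, cut at about 60% in these data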;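 note: 0% = DMSO treated cells and 100% = gossypol at 36 µM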
# C8 TRAIL sens – caspase-8 TRAIL sensitization; NB7+C8 cells + TRAIL, ATPlite viability luminescence; 1% of 360,000 active; inhibition (viability loss, TRAIL sensitization), % at 10 µM;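 active = compounds causing at least 50% loss of cell viability in the single-dose screen, relative to plate controls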
# NR2F2 inh – inhibitors of human COUP-TFII (NR2F2). 0.7% of 370,000 active. HEK293T NGFI-A luciferase reporter, luminescence. AID 686940. inhibition, % at 8.6 µM. P24468;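 active = inhibition above a per-plate cutoff, mean inhibition of test wells between control levels plus 3 SD, cut at about 38% in these data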;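 note: cells cotransfected with COUP-TFII expression vector driving the NGFI-A reporter; 0% = median of COUP-TF2 test wells and 100% = reporter-only cells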
# Vif imaging – HIV Vif inhibition; 0.35% of 340,000 active; HEK293T cells, Vif self-association by quenched fluorescence, imaging, 24 h; inhibition, % at 7.49 µM; in the data active = inhibition above about 50%, passing the limit was not always enough; inconclusive = no clear call, values can overlap the other calls; inactive = below about 31%; note: some results filed as inactive read as strong as hits
# SRC2 inh – human SRC2 (NCOA2) inhibition | Q15596 | HEK293 GAL4-SRC2 luciferase reporter, luminescence | inhibition, % at 9 µM | 0.17% of 370,000 active | AID 651957;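 active = inhibition above the mean inhibition of all tested compounds plus 3 SD, set per campaign, cut at about 52% in these data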;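 note: 0% = DMSO treated cells and 100% = cells given Gossypol at 36 µM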
# NOD2 RIPK2 PPI – blocks binding of human NOD2 to RIPK2; O43353; CHO BLA complementation NOD2-RIPK2, CCF4 ratio; inhibition, % at 4.98 µM; 0.38% of 360,000 active; in the data active = inhibition above about 21%;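 note: 0% = vehicle only and 100% = reference blocker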
# SRC3 inh – inhibitors of human steroid receptor coactivator 3 (SRC3); Q9Y6Q9; HEK293 GAL4-SRC3 luciferase reporter, luminescence; inhibition, % at 3.6 µM; 0.17% of 360,000 active; AID 588352;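 active = inhibition above a per-campaign cutoff, the mean of all compounds plus 3 SD, cut at about 60% in these data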;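 note: 0% = DMSO-treated cells and 100% = gossypol-treated cells at 36 µM; higher means less SRC3-driven luciferase light from the GAL4 reporter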
# TLR9-MyD88 inh – blocks human TLR9 binding to MyD88. CHO BLA complementation TLR9-MyD88, CCF4 FRET ratio. inhibition, % at 4.98 µM. Q9NR96+Q99836. 0.21% of 340,000 active;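 active = inhibition above the mean over all tested compounds plus 3 SD, cut at about 21% in these data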;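 note: 0% = DMSO only wells and 100% = clavulanate BLA inhibitor control wells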
# Target sequence (Q99836 whole entry, looked up): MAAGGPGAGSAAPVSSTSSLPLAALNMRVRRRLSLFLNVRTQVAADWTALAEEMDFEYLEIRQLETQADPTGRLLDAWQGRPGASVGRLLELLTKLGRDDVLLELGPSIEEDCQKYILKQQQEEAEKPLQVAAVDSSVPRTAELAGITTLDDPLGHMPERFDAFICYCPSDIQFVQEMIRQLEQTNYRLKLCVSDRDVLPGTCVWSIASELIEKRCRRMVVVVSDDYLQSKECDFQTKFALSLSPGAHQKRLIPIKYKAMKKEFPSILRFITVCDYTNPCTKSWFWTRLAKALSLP
# Target sequence (Q9NR96 whole entry, looked up): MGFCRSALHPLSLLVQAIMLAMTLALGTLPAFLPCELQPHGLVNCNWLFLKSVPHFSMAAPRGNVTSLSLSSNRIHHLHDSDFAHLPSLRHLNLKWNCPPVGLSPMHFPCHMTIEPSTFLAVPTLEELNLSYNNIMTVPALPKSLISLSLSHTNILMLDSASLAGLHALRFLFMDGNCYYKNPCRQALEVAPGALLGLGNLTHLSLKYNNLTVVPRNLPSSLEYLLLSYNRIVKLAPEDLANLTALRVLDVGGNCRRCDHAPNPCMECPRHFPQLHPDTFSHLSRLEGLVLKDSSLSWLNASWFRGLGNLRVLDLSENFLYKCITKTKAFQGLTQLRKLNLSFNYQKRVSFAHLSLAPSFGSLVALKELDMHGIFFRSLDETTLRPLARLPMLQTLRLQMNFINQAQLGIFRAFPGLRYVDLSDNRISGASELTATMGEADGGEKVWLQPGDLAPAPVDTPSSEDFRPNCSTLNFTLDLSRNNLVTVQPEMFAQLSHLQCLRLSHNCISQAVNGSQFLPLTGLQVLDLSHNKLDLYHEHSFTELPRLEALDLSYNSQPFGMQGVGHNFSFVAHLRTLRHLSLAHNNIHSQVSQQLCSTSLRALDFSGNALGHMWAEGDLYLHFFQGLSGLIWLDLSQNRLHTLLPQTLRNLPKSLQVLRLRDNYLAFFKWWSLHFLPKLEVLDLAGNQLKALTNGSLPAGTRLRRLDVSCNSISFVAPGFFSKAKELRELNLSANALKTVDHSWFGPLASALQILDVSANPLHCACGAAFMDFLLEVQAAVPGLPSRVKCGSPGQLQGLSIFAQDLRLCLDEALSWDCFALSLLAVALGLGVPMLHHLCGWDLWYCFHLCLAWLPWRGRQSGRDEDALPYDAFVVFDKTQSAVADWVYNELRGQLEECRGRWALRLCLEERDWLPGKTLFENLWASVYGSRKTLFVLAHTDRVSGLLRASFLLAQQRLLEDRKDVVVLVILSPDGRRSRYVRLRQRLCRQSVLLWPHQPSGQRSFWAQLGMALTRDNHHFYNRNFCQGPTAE
# TROY NFkB inh – inhibitors of TROY-dependent NF-kB signaling; AID 1347056; Q293 LMP1-TROYcd NF-kB luciferase reporter, 4 h; inhibition, % at 10 µM; 0.98% of 360,000 active;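 active = compounds whose plate-normalised and pattern-corrected inhibition of the luciferase reporter signal at the single screening dose is 50% or more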
# NR5A2 inv ag – suppresses constitutive activity of human LRH-1. 0.13% of 360,000 active. inhibition, % at 3.6 µM. HEK293T StAR-luciferase reporter, LRH-1 transfected, 24 h. O00482;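 active = inhibition above the mean inhibition of all tested compounds plus 3 SD, cut at about 73% in these data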;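 note: 0% = DMSO wells and 100% = reporter-only cells lacking LRH-1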
# LMP1 NFkB inh – reduces LMP1-driven NF-kappaB luciferase signal. 0.69% of 350,000 active. AID 504558. inhibition, % at 12.5 µM. LMP1-induced NF-kappaB luciferase reporter cells, luminescence; in the data active = inhibition above about 41%; inconclusive = no clear call, values can overlap the other calls;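 note: 0% = neutral control wells and 100% = reference inhibitor control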
# * hit, by the source's call; ? = inconclusive; / = not tested or not shown. These rows are one share of the data; the hit share may differ from the screen's.
SMILES,NCOA1 inh,C8 TRAIL sens,NR2F2 inh,Vif imaging,SRC2 inh,NOD2 RIPK2 PPI,SRC3 inh,TLR9-MyD88 inh,TROY NFkB inh,NR5A2 inv ag,LMP1 NFkB inh
CC(C)(C)C(=O)Nc1ccc(C(=O)COC(=O)C2=COCCO2)cc1,-12,-18,-9,-4,6,-4,-1,-2,-33,-3,-4
CCCc1nc2ccccc2c(=O)n1NC(=O)c1c(O)c2ccccc2n(C)c1=O,-15,-5,6,-12,13,-4,20,6,37,-8,-2
CC(C)c1ccc(NC(=O)COc2ccccn2)cc1,-55,8,-18,-2,-27,-13,-51,12,-38,-83,-17
COc1ccc(NS(=O)(=O)c2ccc(C(=O)N3CCN(c4ccc(F)cc4)CC3)cc2)cc1,11,14,19,-12,2,0,13,-5,14,1,16
O=C(N/N=C/c1sc(=O)[nH]c1-[n+]1ccccc1)c1ccccc1[O-],5,-8,-9,?,-2,-14,17,-4,-32,10,0
CCCCc1nc2cc(C(=O)NCc3cc(C)n(C)n3)ccc2o1,-30,2,-12,0,4,-5,-42,-5,-26,-9,-12
COc1cccc2[nH]c3c(N4CCC(C(N)=O)CC4)ncnc3c12,-6,-7,-12,-7,-5,-5,-12,-4,24,10,-5
Cc1cc(=O)[nH]c(SCC(=O)Nc2nc(-c3ccccc3)cs2)n1,4,-13,-1,-2,-21,1,-17,-9,-12,-54,4
CCC(Oc1ccccc1)C(=O)Nc1nnc(S(=O)(=O)N2CCCCC2)s1 (stereo unspecified),3,-11,-7,-6,-4,-9,-13,-9,1,0,1
CCOc1cc(C)c(-c2onc(C(F)(F)F)c2-c2csc(C)n2)c(O)c1,2,-6,14,-3,-1,6,9,1,21,-14,2
COCCN1Cc2cccc(C(=O)Nc3cccc(OC)c3)c2C1=O,0,-4,3,-8,7,8,9,0,-23,13,0
O=C(CNCCN1CCOCC1)Nc1ccccc1Sc1ccccc1,-6,-7,-3,0,-15,-2,15,5,-6,11,3
CN(C)/C=C1/C=C(c2ccccc2)OC1=O,7,5,-13,0,3,-1,-3,-6,-15,-16,-4
COc1cccc(N2CCN(C(=O)Cn3c(=O)oc4ccccc43)CC2)c1,-29,-1,22,/,9,-4,0,1,13,-7,14
NC(=O)C1CCN(CC(=O)Nc2ccc3c(c2)OCCO3)CC1,-9,2,12,-4,5,-13,13,-4,-19,-4,1
O=C(CSc1nnnn1C1CCCCC1)NNC(=O)c1ccco1,-6,5,-25,-4,18,1,-11,-3,9,5,4
O=S(=O)(Nc1cc(Sc2ncn[nH]2)c(O)c2ccccc12)c1ccccc1,89*,27,72*,-2,70*,-3,84*,/,62*,89*,1
C/C(=N\NC(=O)Cn1nnc2ccccc21)c1ccco1,-18,-9,-25,11,-1,-5,13,-9,-12,20,-1
CCC(C)C(NC(=O)C1CCC(C)CC1)C(=O)NCc1ccco1 (stereo unspecified),-4,4,8,12,4,5,2,-4,-14,6,3
CCOC(=O)C1=CCC(c2cc3ccccc3[nH]2)NC1 (stereo unspecified),/,12,-35,/,-21,-7,/,/,/,-156,/
CSc1ccccc1NC(=O)C1CCCN(S(C)(=O)=O)C1 (stereo unspecified),-5,1,-9,1,2,6,7,1,-4,15,1
Cc1noc(C)c1S(=O)(=O)N(CC(=O)NCc1ccc2c(c1)OCO2)c1ccc(C(C)C)cc1,1,-6,-6,4,-34,10,3,4,11,-17,-14
CCOC(=O)c1c(/N=C/c2cccc([N+](=O)[O-])c2O)sc(C)c1C,-3,-10,-1,0,24,-6,-8,-3,-2,19,-7
Cc1nc(-c2ccccc2O)n(-c2ccccc2)n1,-23,-4,7,-2,1,2,15,-3,12,-9,2
Nc1n[nH]c(-c2ccc(Br)cc2)c1Cl,11,-5,-8,5,2,4,2,-1,/,16,4
SMILES,NCOA1 inh,C8 TRAIL sens,NR2F2 inh,Vif imaging,SRC2 inh,NOD2 RIPK2 PPI,SRC3 inh,TLR9-MyD88 inh,TROY NFkB inh,NR5A2 inv ag,LMP1 NFkB inh
CC(C)(C)c1ccc(OCC(O)CN(CCO)CC(O)Cn2ccc3ccccc32)cc1 (stereo unspecified),-74,8,-9,1,5,0,8,-1,0,12,7
COc1cc(OC)c(C(=O)NNC(=S)NC2CCCCC2)cc1OC,6,-16,16,3,-11,-6,5,-11,8,9,8
CCCC(=O)Nc1ccc(-c2nc3cc(C)c(C)cc3o2)c(O)c1,-16,3,-3,4,-40,6,-40,-14,-40,-28,-15
CC(=O)c1ccc(N2CCN(CC(=O)Nc3ccccc3N3CCOCC3)CC2)cc1,7,16,-1,5,-14,2,0,2,-34,-26,2
O=C1C(Cl)=C(NCc2cccnc2)C(=O)c2ccccc21,-1,80*,-18,-19,-59,-2,-24,-5,-29,-1,-8
COCCCn1c(=O)c2sccc2n(Cc2cccc(F)c2)c1=O,4,-7,-8,-4,18,-2,-3,3,-16,9,1
Brc1ccc(-c2nnc3sc(CN4CCc5ccccc5C4)cn23)cc1,3,14,0,-18,-23,-12,15,0,28,-7,-3
CC(=O)NCC(=O)OCC(=O)c1ccccc1,9,9,8,2,-7,2,17,-7,4,11,-6
COc1cc(OC)cc(C(=O)N[C@H](C(=O)OCC(=O)Nc2ccc(F)c(F)c2)C(C)C)c1,8,-7,-15,10,19,6,-2,5,-7,16,1
CCOc1cc(C(=O)Nc2ccc(N3CCOCC3)cc2)cc(Br)c1OC,18,7,-3,9,10,-5,22,-8,14,5,-23
COC(=O)c1c(C)oc2c1cc(NS(=O)(=O)c1ccc(C(=O)O)cc1)c1ccccc12,-1,1,-3,1,-7,-9,8,-8,15,29,-9
COc1ccc(C(C(=O)Nc2c(C)cccc2C)N2CCN(c3ccc(C)cc3)CC2)cc1 (stereo unspecified),/,-21,-9,/,0,-2,/,/,/,-15,/
COc1ccc(CCNC(=O)C2CC3Cn4c(nc5ccccc54)C3N2c2ccccc2)cc1 (stereo unspecified),2,-6,0,-4,5,-2,3,0,-14,2,-11
COc1ccc(NC(=O)CS(=O)c2cccc(C(F)(F)F)c2)cc1 (stereo unspecified),6,-18,12,14,-13,-2,5,-7,-12,-6,-4
COc1ccc(CCN2C(=O)C3C4C=CC(C4)C3C2=O)cc1OC (stereo unspecified),10,2,-7,/,-5,1,5,-7,-12,-4,-4
COc1ccc(Cc2nnc(SCC(=O)N(C)CC(=O)Nc3ccc(C)cc3)o2)cc1,-8,11,-1,7,-6,7,21,0,-7,-4,4
COc1ccc(/C=C(/C(=O)Nc2ccccc2C(=O)N2CCCC2)c2ccccc2)cc1,-4,-9,19,-11,17,11,0,-1,5,-8,3
CCOC(=O)C1Oc2ccccc2C(c2cccc3ccccc23)=C1C(=O)OC (stereo unspecified),-54,17,7,-5,9,-3,-3,2,5,7,-4

# Among those listed so far, these have four or more nitrogen atoms.
SMILES,NCOA1 inh,C8 TRAIL sens,NR2F2 inh,Vif imaging,SRC2 inh,NOD2 RIPK2 PPI,SRC3 inh,TLR9-MyD88 inh,TROY NFkB inh,NR5A2 inv ag,LMP1 NFkB inh
CCCc1nc2ccccc2c(=O)n1NC(=O)c1c(O)c2ccccc2n(C)c1=O,-15,-5,6,-12,13,-4,20,6,37,-8,-2
O=C(N/N=C/c1sc(=O)[nH]c1-[n+]1ccccc1)c1ccccc1[O-],5,-8,-9,?,-2,-14,17,-4,-32,10,0
CCCCc1nc2cc(C(=O)NCc3cc(C)n(C)n3)ccc2o1,-30,2,-12,0,4,-5,-42,-5,-26,-9,-12
COc1cccc2[nH]c3c(N4CCC(C(N)=O)CC4)ncnc3c12,-6,-7,-12,-7,-5,-5,-12,-4,24,10,-5
Cc1cc(=O)[nH]c(SCC(=O)Nc2nc(-c3ccccc3)cs2)n1,4,-13,-1,-2,-21,1,-17,-9,-12,-54,4
CCC(Oc1ccccc1)C(=O)Nc1nnc(S(=O)(=O)N2CCCCC2)s1 (stereo unspecified),3,-11,-7,-6,-4,-9,-13,-9,1,0,1
O=C(CSc1nnnn1C1CCCCC1)NNC(=O)c1ccco1,-6,5,-25,-4,18,1,-11,-3,9,5,4
O=S(=O)(Nc1cc(Sc2ncn[nH]2)c(O)c2ccccc12)c1ccccc1,89*,27,72*,-2,70*,-3,84*,/,62*,89*,1
C/C(=N\NC(=O)Cn1nnc2ccccc21)c1ccco1,-18,-9,-25,11,-1,-5,13,-9,-12,20,-1
CC(=O)c1ccc(N2CCN(CC(=O)Nc3ccccc3N3CCOCC3)CC2)cc1,7,16,-1,5,-14,2,0,2,-34,-26,2
Brc1ccc(-c2nnc3sc(CN4CCc5ccccc5C4)cn23)cc1,3,14,0,-18,-23,-12,15,0,28,-7,-3
COc1ccc(CCNC(=O)C2CC3Cn4c(nc5ccccc54)C3N2c2ccccc2)cc1 (stereo unspecified),2,-6,0,-4,5,-2,3,0,-14,2,-11
COc1ccc(Cc2nnc(SCC(=O)N(C)CC(=O)Nc3ccc(C)cc3)o2)cc1,-8,11,-1,7,-6,7,21,0,-7,-4,4
